V-ATPase pH: regulators of yeast V-ATPase proton pumping, primary screen, pHLuorin cytosolic pH fluorescence. 350,000 compounds, 0.37% hits. S. cerevisiae. response, % at 10 µM; in the data active means response mostly above about 7.3%, no sharp cut-off; inactive means mostly below about 5.4%; further: actives read high; inactives centre near 0; some compounds called inactive have numbers as strong as hits
C-LANA FP: inhibitors of KSHV C-LANA binding to DNA, primary screen, biochemical, fluorescence polarization, FAM-LBS DNA, MBP-C-LANA, single point. Kaposi's sarcoma herpesvirus LANA C-terminal domain (residues 932-1162) DNA binding. 340,000 compounds, 0.078% hits. inhibition, % at 9 µM;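 active means highest replicate inhibition at or above 60% at 9 µM, even if other replicates fall short; inactive means all replicates below 60% inhibition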;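 further: 0% = neutral control wells and 100% = 4 µM acridine orange control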
NSD2 inh: NSD2 histone methyltransferase inhibitors, primary screen, biochemical, AlphaScreen, single concentration, set 2; Histone-lysine N-methyltransferase NSD2 (Homo sapiens), O96028; NSD2 peptide methylation, 120 min; inhibition, % at 12.5 µM; 310,000 compounds, 0.54% hits; in the data active means inhibition above about 50%
Target sequence (O96028 whole entry, looked up): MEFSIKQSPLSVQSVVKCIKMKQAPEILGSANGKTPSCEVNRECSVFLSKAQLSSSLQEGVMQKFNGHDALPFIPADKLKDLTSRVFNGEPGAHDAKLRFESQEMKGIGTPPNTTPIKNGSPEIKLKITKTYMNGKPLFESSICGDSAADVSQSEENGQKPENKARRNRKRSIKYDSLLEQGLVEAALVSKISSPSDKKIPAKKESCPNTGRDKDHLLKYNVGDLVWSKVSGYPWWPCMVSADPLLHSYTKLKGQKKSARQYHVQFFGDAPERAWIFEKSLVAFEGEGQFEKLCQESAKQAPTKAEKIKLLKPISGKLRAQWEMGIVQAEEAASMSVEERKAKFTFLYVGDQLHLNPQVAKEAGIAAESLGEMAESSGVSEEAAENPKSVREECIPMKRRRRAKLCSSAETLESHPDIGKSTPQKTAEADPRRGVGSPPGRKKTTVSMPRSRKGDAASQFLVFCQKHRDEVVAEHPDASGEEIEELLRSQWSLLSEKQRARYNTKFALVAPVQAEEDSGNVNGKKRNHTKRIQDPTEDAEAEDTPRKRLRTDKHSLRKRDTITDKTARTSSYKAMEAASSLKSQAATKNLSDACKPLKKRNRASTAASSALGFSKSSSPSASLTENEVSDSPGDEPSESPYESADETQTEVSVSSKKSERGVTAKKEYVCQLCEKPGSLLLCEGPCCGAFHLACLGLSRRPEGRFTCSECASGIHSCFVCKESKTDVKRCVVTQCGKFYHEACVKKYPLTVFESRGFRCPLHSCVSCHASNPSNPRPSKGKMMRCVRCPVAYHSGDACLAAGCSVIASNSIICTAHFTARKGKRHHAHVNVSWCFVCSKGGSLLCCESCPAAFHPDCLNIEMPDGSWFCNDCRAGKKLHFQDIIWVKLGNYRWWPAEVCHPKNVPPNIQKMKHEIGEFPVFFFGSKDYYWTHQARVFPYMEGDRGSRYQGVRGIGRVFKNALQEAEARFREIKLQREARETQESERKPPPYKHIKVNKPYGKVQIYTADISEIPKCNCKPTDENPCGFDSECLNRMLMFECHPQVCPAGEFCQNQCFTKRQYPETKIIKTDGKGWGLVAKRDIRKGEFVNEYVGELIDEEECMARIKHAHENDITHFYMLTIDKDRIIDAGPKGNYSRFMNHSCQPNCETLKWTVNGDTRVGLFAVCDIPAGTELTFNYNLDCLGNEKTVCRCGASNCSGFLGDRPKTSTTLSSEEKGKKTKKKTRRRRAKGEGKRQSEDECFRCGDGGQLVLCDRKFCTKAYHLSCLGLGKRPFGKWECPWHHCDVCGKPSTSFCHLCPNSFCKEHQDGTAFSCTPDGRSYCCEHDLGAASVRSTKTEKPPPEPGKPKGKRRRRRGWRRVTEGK
Keap1 Nrf2 FP: Keap1-Nrf2 protein-protein interaction inhibitors, primary screen, biochemical, fluorescence polarization, single point. Keap1 Kelch-Nrf2 peptide fluorescence polarization, 1536-well. Kelch-like ECH-associated protein 1 (Homo sapiens), Q14145. 340,000 compounds, 0.15% hits. inhibition, % at 9.4 µM; in the data active means inhibition above about 12%;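 further: human Keap1 Kelch domain with fluorescein labeled Nrf2 9mer peptide probe; 0% = neutral control wells and 100% = peptide positive control; higher means more block of Keap1 binding to Nrf2 peptide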
CAL PDZ FP-1: CAL PDZ peptide-binding inhibitors, primary screen, biochemical, fluorescence polarization, Cer-tagged CAL PDZ, HTS; purified CAL PDZ, TMR-peptide fluorescence polarization, 1 h; inhibition, % at 20 µM; 330,000 compounds, 0.02% hits; AID 504414, 2011;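 active means highest replicate inhibition of at least 40%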;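 further: plate controls were DMSO neutral control wells for no effect and unlabeled competitor peptide control wells for full effect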
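Control set: unlabelled peptide and DMSO controls / Material: purified CerCALP PDZ construct / Timing: 1 h incubation at room temperature before polarization reading / Doses: 20 µM, one dose / Detection: fluorescence polarization (mP)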
DSG3 Ab inh: inhibitors of pemphigus antibody binding to DSG3, primary screen, biochemical, bead-based, flow cytometry, scFv-GFP. Desmoglein-3 (Homo sapiens), P32926. DSG3-coupled beads, scFv-anti-DSG3-GFP binding; stronger effect = lower value. binding (percent of control), % at 10 µM. 310,000 compounds, 0.48% hits;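 active means binding more than 3 SD below its plate's average and above zero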; further: some compounds called inactive have numbers as strong as hits
CAL PDZ FP-2: untagged CAL PDZ binding inhibitors, primary screen, biochemical, fluorescence polarization, HTS; Golgi-associated PDZ and coiled-coil motif-containing protein (Homo sapiens), Q9HD26; purified CAL PDZ, TMR-peptide fluorescence polarization, 1 h; inhibition, % at 24.9 µM; 300,000 compounds, 0.92% hits; AID 602252, 2012;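 active means mean inhibition of at least 30% with at least half of replicates also reaching 30%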;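 further: 0% = DMSO neutral control and 100% = excess unlabeled competitor peptide PRC23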
DAGLB inh: DAGLB lipase inhibitors, primary screen, biochemical, fluorescence, HTS; Diacylglycerol lipase-beta (Homo sapiens), Q8NCG7; HEK293T DAGLB membrane lysate, EnzChek fluorogenic substrate; inhibition, % at 5.17 µM; 340,000 compounds, 0.059% hits; in the data active means inhibition above about 34%;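 further: 0% = enzyme with vehicle and 100% = wells lacking enzyme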
RTF Ca sens inh: cardiac RTF calcium sensitivity inhibitors, primary screen, biochemical, IANBD-TnC fluorescence, EC70 calcium | IANBD-labeled cardiac RTF, Ca2+ fluorescence | inhibition, % at 7.15 µM | 340,000 compounds, 0.12% hits;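 active means inhibition above the mean inhibition of all tested compounds plus 3 SD, cut at about 17% in these data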;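 further: assay run at fixed EC70 calcium of 1.6 mM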
Arrestin-AP2 inh: inhibitors of beta-arrestin/AP2 binding, primary screen, biochemical, GPCR trafficking, flow cytometry; beta-arrestin 1 C-terminal peptide binding to AP2 beta2-adaptin appendage (human); FITC-arrestin peptide / GST-AP2 beads; AP2 beta2 appendage carries R879A mutation; inhibition, % at 10 µM; 340,000 compounds, 0.31% hits;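 active means inhibition above a set limit, near 3 SD of compounds lacking own fluorescence, cut at about 54% in these data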;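 further: plate controls were DMSO wells for no effect and 5 µM unlabelled arrestin peptide for full effect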
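test system = AP2 appendage R879A on GSH beads | buffer or medium = PBS plus Tween 20 (0.05%) and BSA (0.1%) | incubation = 12 min plus 1 h, RT | detection = bead flow cytometry, FITC channel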
The depositor's hits bear a star; / = not tested or not shown. Not all compounds are listed, so the mix of outcomes need not match the whole.

A first look, two compounds:
Each structure is followed by: V-ATPase pH	C-LANA FP	NSD2 inh	Keap1 Nrf2 FP	CAL PDZ FP-1	DSG3 Ab inh	CAL PDZ FP-2	DAGLB inh	RTF Ca sens inh	Arrestin-AP2 inh
Oc1c(Cl)cc(Cl)cc1CN1CCN(Cc2ccccc2)CC1
 : -1	0.3	-2	-4	-0.7	109	3	0	-1	9
C[C@]12CCC(=O)C=C1CC[C@@H]1C2CC[C@]2(C)C(=O)CCC12 (stereo partly drawn)
 : 1	3.1	-1	-4	-0.7	97	-1	3	-5	7

This part in full, previewed entries included:
Each structure is followed by: V-ATPase pH	C-LANA FP	NSD2 inh	Keap1 Nrf2 FP	CAL PDZ FP-1	DSG3 Ab inh	CAL PDZ FP-2	DAGLB inh	RTF Ca sens inh	Arrestin-AP2 inh
Oc1c(Cl)cc(Cl)cc1CN1CCN(Cc2ccccc2)CC1
 : -1	0.3	-2	-4	-0.7	109	3	0	-1	9
C[C@]12CCC(=O)C=C1CC[C@@H]1C2CC[C@]2(C)C(=O)CCC12 (stereo partly drawn)
 : 1	3.1	-1	-4	-0.7	97	-1	3	-5	7
Cc1ccc(C2N3CCCN23)cc1 (stereo not drawn)
 : -2	-1.1	3	-3	-0.6	119	-1	1	5	-2
Cc1ccc2c(c1)C1CN(C)CCC1N2C(=O)/C(C#N)=C/c1ccc2c(c1)OCO2 (stereo not drawn)
 : 0	2.0	2	-10	-1.3	127	-10	0	-2	-51
COc1ccc(CCNCc2cccn2C)cc1OC
 : -2	-0.1	4	-1	-0.7	103	/	-1	3	-6
Cc1ccc(S(=O)(=O)c2nc(-c3ccccc3Cl)oc2N(C)C2CCN(C)CC2)cc1
 : -2	-0.7	12	-1	-1.2	/	6	0	-2	-12
CCOP(=O)(CCP(=O)(OCC)OCC)OCC.C[CH2][Sn]([Cl])([Cl])[CH2]C
 : -1	-0.7	-2	-1	0.6	89	-1	-1	0	31
Cc1ccccc1NC(=O)CCl
 : -1	-0.9	-5	4	-0.7	97	/	-2	-4	30
O=C(c1cccc(C(F)(F)F)c1)C1CCCN(Cc2ccccc2O)C1 (stereo not drawn)
 : 0	-1.3	-2	3	0.6	108	/	-2	-6	3
COc1ccc(CN2CCCC(C(=O)c3ccc(Cl)cc3)C2)c(OC)c1 (stereo not drawn)
 : 0	0.1	4	-2	-0.5	102	-2	-1	-12	-17
CCOC(=O)C(O)(c1ccc(N=Cc2ccccc2O)c(C)c1)C(F)(F)F (stereo not drawn)
 : -3	-1.1	-1	1	-2.1	83	-3	1	6	17
O=c1[nH]c(=O)n(Cc2ccccc2)c(O)c1/C=N/Nc1c(F)c(F)c(F)c(F)c1F
 : -3	/	0	/	/	110	/	/	/	4
C[C@]12CC[C@@H](O)C[C@@H]1CC[C@@H]1[C@@H]2CC[C@]2(C)C(=O)CC[C@@H]12
 : 5	3.1	/	-7	-0.5	105	-1	-2	-12	-11
O=C1CC(=O)N(c2ccc(Cl)cc2Cl)C(=O)N1
 : 0	-0.8	1	-5	0.5	110	/	5	-13	-6
O=C1NC(=O)N(Cc2ccccc2)C(=O)/C1=C/c1cnc(-c2ccccc2)nc1
 : 0	-6.6	5	-50	-0.8	97	-4	9	3	-21
COc1ccccc1N(CC(=O)NC1CCCC1)C(=O)c1cnn(C(C)C)c1
 : -5	0.4	3	0	/	91	-2	-2	-9	-7
CC(C(=O)O)N(C(=O)c1ccccc1)c1ccc(F)c(Cl)c1 (stereo not drawn)
 : 0	-2.7	/	-1	-2.8	124	-1	0	2	-17
CC(=O)c1cn(CCCOc2ccccc2)c2ccccc12
 : 2	1.2	/	0	-2.9	85	-3	-4	-15	3
Cc1ccc(CN2CCN(Cc3ccccc3)CC2)cc1
 : 4	-0.9	3	-1	-0.2	113	5	-6	2	8
O=C(NCCN1CCOCC1)c1ccc(Cl)nc1
 : 0	4.4	1	-2	-0.7	86	-1	1	4	23
O=c1[nH]c(=O)n(Cc2ccco2)c(O)c1C=NCCCn1ccnc1
 : 1	-1.9	1	-2	1.0	98	12	-2	1	34
Cn1c(O)c(C=NC2CCCCCC2)c(=O)[nH]c1=S
 : 1	0.4	-2	-7	-2.1	103	0	1	-11	-3
O=c1c2ccccc2nc(-c2ccccc2)n1-n1cccc1
 : -3	-2.2	-3	0	-0.9	203	-4	-5	-16	4
Clc1ccc(CN2CCNCC2)cc1
 : 0	-2.2	-7	0	/	94	-6	-1	0	52
CCC(=NCCCN1CCOCC1)c1c(O)n(-c2ccccc2C)c(=O)[nH]c1=O
 : -1	0.2	-2	0	1.1	/	-2	-3	-2	-5
COc1ccc2nc(/N=C/c3c(O)n(-c4cccc(Cl)c4)c(=O)[nH]c3=O)sc2c1
 : 1	-3.6	0	-23	/	97	-4	-2	-6	13
O=[N+]([O-])c1cc(Cl)c(Cl)cc1Cl
 : 0	0.4	/	-2	0.4	95	-4	-1	4	-3
CCCC[N+]1(C)[C@@H]2CC(OC(=O)[C@H](CO)c3ccccc3)C[C@H]1[C@@H]1O[C@@H]12 (stereo partly drawn)
 : 5	-0.4	/	-4	-0.7	122	0	2	-2	2
Cc1cc(OCC(=O)N2CCCN(C)CC2)ccc1Cl
 : 2	1.9	3	4	-0.9	/	4	1	-10	31
CCCCCCn1c(O)c(C=NCCN2CCOCC2)c(=O)[nH]c1=O
 : 2	-0.6	/	2	-2.5	110	-2	1	6	2
Cc1cc(=O)n(-c2ccccc2)n1-c1ccccc1
 : 1	-2.6	-3	1	-0.2	107	3	0	3	6
CCN(CC)CCOC(=O)C(O)(c1ccccc1)c1ccccc1
 : -1	-1.2	/	0	0.5	117	-4	0	0	-7
CC1CCCCC1NC1CCN(C)CC1 (stereo not drawn)
 : 8	-3.4	2	4	1.1	108	/	-2	-6	8
CN(C)C(=O)Oc1ccc2c(c1)O/C(=C\c1ccccc1)C2=O
 : 5	1.2	0	5	-0.1	107	-9	-11	-4	-6
O=C(Cc1ccccc1)OCC(=O)N1CCN(S(=O)(=O)c2ccc(Cl)cc2)CC1
 : -1	-0.1	0	2	-2.5	101	-3	-2	-4	-2
c1cnc(OCCN2CC2)cn1
 : -3	1.1	-1	-7	-0.1	95	-2	-2	1	7
COc1ccc(Br)cc1CN1CCN(C(=O)Cc2ccccc2)CC1
 : 2	0.8	0	-10	-1.4	103	-2	-4	-6	3
COC(=O)C1=C(c2ccc(OC)c(OC)c2)C[C@@H]2CC[C@H]1N2C(=O)NCc1cccc2ccccc12
 : 6	-1.9	/	-2	-0.5	102	1	-1	-9	13
CCOP(=O)(OCC)C(NC(=O)Cc1ccccc1)C(Cl)(Cl)Cl (stereo not drawn)
 : -4	-3.1	-1	0	-3.0	97	-1	1	-12	-3
CCC1CN1P(=O)(N1CCCC1)N1CC1CC (stereo not drawn)
 : 0	-2.2	-3	-2	0.2	89	/	0	1	-7
CCC[C@H](N[C@@H](CCC)[C@H](O)c1ccccc1)[C@H](O)c1ccccc1
 : -3	-1.2	-6	1	-0.3	109	-2	-3	5	6
O=C1NC(=O)N(Cc2ccc(F)cc2)C(=O)/C1=C/c1cccs1
 : -1	0.0	19	-6	-0.9	107	3	12	-13	1
Cn1cc(C(=O)OCC(=O)NC2CCCC2)c2ccccc21
 : -3	0.4	-1	-1	-1.3	107	0	-4	-17	-5
CCN1CCN(Cc2cc(Br)cc(Br)c2O)CC1
 : -1	1.8	0	0	-0.3	104	0	1	-3	-2
O=P(Oc1ccccc1)(Oc1ccccc1)N1CCOCC1
 : -1	-1.3	4	-3	-0.3	87	/	1	-7	-11
Cc1ccccc1-n1c(O)c(/C=C2/C(c3ccccc3)=Nc3ccccc32)c(=O)[nH]c1=O
 : 0	2.6	40	-3	-0.7	99	-4	-1	-5	10
CC(=O)Nc1ccc(OC(=O)N2CCCCC2)cc1
 : 0	1.1	-3	-5	-0.3	100	/	2	-4	-1
CCCCn1c(=O)c(C=Nc2cccnc2Cl)c(O)n(CCCCl)c1=O
 : -1	-4.3	14	-64	-1.1	99	4	2	-9	7
CNCC(O)c1cc(F)c(OCc2ccccc2)c(OCc2ccccc2)c1F (stereo not drawn)
 : 16	-1.8	/	-6	-1.4	107	-4	-5	-7	3
C[N+]1(C)C2CCC1CC(OC(=O)c1c[nH]c3ccccc13)C2 (stereo not drawn)
 : -3	1.0	/	3	-1.1	93	9	3	-8	-1
C(#CCN1CCCC1)CN1CCCC1
 : 2	-0.3	2	-2	-0.4	93	/	3	-3	-14
CC1[C@H]2Cc3ccc(O)cc3[C@]1(C)CCN2CCc1ccccc1 (stereo partly drawn)
 : 0	-0.6	/	-1	-0.7	100	-2	-1	-2	9
O=P(CN1CCN(c2ccccc2)CC1)(N1CCCCC1)N1CCCCC1
 : -4	0.1	2	-10	-2.4	103	-1	2	-12	9
CCOP(=O)(NC(C)C)Oc1ccc(SC)c(C)c1 (stereo not drawn)
 : -3	1.2	22	3	-0.9	111	-5	-1	1	24
Cn1c(O)c(C=NC2CCN(Cc3ccccc3)CC2)c(=O)[nH]c1=O
 : 2	0.3	-1	-1	0.7	/	-3	-2	-13	3

An excerpt from above in order of formula weight, low to high:
Each structure is followed by: V-ATPase pH	C-LANA FP	NSD2 inh	Keap1 Nrf2 FP	CAL PDZ FP-1	DSG3 Ab inh	CAL PDZ FP-2	DAGLB inh	RTF Ca sens inh	Arrestin-AP2 inh
CC(=O)Nc1ccc(OC(=O)N2CCCCC2)cc1
 : 0	1.1	-3	-5	-0.3	100	/	2	-4	-1
C[N+]1(C)C2CCC1CC(OC(=O)c1c[nH]c3ccccc13)C2 (stereo not drawn)
 : -3	1.0	/	3	-1.1	93	9	3	-8	-1
CCOP(=O)(NC(C)C)Oc1ccc(SC)c(C)c1 (stereo not drawn)
 : -3	1.2	22	3	-0.9	111	-5	-1	1	24
CC1[C@H]2Cc3ccc(O)cc3[C@]1(C)CCN2CCc1ccccc1 (stereo partly drawn)
 : 0	-0.6	/	-1	-0.7	100	-2	-1	-2	9
O=P(CN1CCN(c2ccccc2)CC1)(N1CCCCC1)N1CCCCC1
 : -4	0.1	2	-10	-2.4	103	-1	2	-12	9
CNCC(O)c1cc(F)c(OCc2ccccc2)c(OCc2ccccc2)c1F (stereo not drawn)
 : 16	-1.8	/	-6	-1.4	107	-4	-5	-7	3

Screens (PubChem BioAssay)
